GLS inhibitor = glutaminase GLS (human) inhibition; O94925; 410,000 compounds, 0.21% hits; AID 624170; GLS enzymatic activity, qHTS titration; Potency, µM (titrated, usually from 45.5 µM), without a hit: top-dose activity change, negative = inhibition, hits mostly inhibitors; note: potency is the fitted concentration of half-maximal effect; % is set by controls: 0 for no effect and ±100 for the full control effect
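Assay buffer: 45 mM KH2PO4 pH 8.2, 0.02% Tween-20. hKGA acts on L-glutamine (1 mM solution added); product glutamate is reported by an oxidase/peroxidase Amplex Red coupling, with fluorescence taken at baseline and 30 min.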
TrxR1 substrate = substrates of rat thioredoxin reductase 1; AID 588456; Potency, µM (doses to about 114 µM), for inactives: at the top dose activity change, negative = substrate turnover; 390,000 compounds, 0.01% hits; O89049; purified TrxR1 substrate turnover, NADPH consumption readout; note: potency is the fitted concentration of half-maximal effect; % is set by controls: 0 for no effect and ±100 for the full control effect; nearly all actives have a fitted effect of over 50% in size
Target sequence (O89049 whole entry, looked up): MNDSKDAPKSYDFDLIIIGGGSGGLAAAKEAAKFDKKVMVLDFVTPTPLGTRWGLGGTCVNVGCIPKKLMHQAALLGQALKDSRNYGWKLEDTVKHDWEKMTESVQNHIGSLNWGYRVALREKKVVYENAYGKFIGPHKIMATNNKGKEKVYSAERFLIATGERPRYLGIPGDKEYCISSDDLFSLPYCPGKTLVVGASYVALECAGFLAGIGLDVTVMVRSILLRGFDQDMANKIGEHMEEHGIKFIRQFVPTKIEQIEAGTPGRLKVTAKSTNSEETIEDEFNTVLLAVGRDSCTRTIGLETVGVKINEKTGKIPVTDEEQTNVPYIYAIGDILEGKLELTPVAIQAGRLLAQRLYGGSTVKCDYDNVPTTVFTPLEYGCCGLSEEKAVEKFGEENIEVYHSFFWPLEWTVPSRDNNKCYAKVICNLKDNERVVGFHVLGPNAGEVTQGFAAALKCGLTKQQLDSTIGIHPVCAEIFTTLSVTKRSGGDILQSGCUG
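Rat TrxR1, dispensed at 90 nM, was prereduced with 400 uM NADPH (final) for 5 min at ~22 deg C, then incubated with compound 15 min before 400 uM selenite. A first-read NADPH fluorescence drop versus no-compound background flagged substrates.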
IDH1 R132H inh = inhibitors of human mutant IDH1 R132H; O75874; IDH1-R132H enzyme, NADPH consumption, diaphorase/resazurin fluorescence; Potency, µM (series often up to 76.6 µM), without a hit: top-dose activity change, negative = inhibition, actives largely listed as inhibitors; 390,000 compounds, 0.093% hits; AID 602179; note: potency is the fitted concentration of half-maximal effect; % is set by controls: 0 for no effect and ±100 for the full control effect; nearly all actives have a fitted effect of over 65% in size
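IDH1-R132H (0.5 ug/mL dispensed) in pH 7.5 Tris buffer was preincubated 30 min with compound, then given a substrate mix of 0.016 mM NADPH and 2 mM alpha-KG for 80 min at room temperature; remaining NADPH was read by diaphorase/resazurin fluorescence.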
Tb PGK inh = blocks T. brucei phosphoglycerate kinase. PGK/GAPDH coupled, Kinase-Glo luminescence, 60 min. 380,000 compounds, 0.043% hits. Potency, µM (doses to about 57.5 µM), without a hit: at the highest dose activity change, negative = inhibition, actives largely listed as inhibitors; note: potency is the fitted concentration of half-maximal effect; % is set by controls: 0 for no effect and ±100 for the full control effect; nearly all actives have a fitted effect of over 60% in size
Target sequence (P07378 whole entry, looked up): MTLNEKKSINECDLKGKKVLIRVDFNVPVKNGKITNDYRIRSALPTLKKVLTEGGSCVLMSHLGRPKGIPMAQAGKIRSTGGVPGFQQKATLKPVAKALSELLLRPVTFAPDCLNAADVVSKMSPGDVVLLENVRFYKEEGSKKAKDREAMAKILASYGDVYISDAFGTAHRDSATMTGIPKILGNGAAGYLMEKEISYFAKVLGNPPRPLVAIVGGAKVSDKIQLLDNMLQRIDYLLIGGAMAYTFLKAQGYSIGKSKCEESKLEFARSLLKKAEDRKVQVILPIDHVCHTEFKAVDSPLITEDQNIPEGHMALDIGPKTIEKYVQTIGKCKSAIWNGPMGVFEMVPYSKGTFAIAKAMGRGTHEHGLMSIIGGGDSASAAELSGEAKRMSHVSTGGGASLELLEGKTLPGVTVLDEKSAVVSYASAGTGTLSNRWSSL
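Luminescent ATP detection (Kinase-Glo Plus) follows a 60-minute room-temperature incubation, with wells lacking PGK as controls. Buffer: 100 mM TEA (pH 7.6), 5 mM MgCl2, 0.01% Tween-20. Coupling enzyme GAPDH (100 nM final) supplies unstable 1,3-BPG in-well.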
HP1b binding inh = blocks HP1-beta chromodomain binding to methylated histone tails. AlphaScreen HP1-beta / biotin-H3K9me3 peptide binding. Potency, µM (highest dose often 114 µM), for the others: top-dose activity change, negative = inhibition, most hits filed as inhibitors. 390,000 compounds, 0.56% hits. AID 540317; note: potency is the fitted concentration of half-maximal effect; nearly all actives have a fitted effect of over 70% in size; inactives centre near 23
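Compound inhibition of the preformed complex between 50 nM HP1-beta and 50 nM biotinylated H3K9me3 peptide was read by AlphaScreen. Buffer was PBS pH 7.4 with 0.01% Tween-20. Incubations ran 30 min at room temperature, with 10 ug/mL donor/acceptor beads.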
PI4K2A inh = inhibitors of human PI4K2A; Q9BTU6; purified PI4K2A, ADP-Glo luminescence, 1 h; hits give low values; activity change, negative = inhibition, % at 76.9 µM; 420,000 compounds, 0.13% hits; in the data active = activity change below about -50%; inconclusive = mostly about -30% to -49%;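 note: -100% = wells without enzyme as full effect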
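PI4K2A activity was measured by ADP-Glo luminescence: enzyme (4 ug/mL stock) and phosphatidylinositol (1.2 mM stock) in Tris pH 7.5/MgCl2/EGTA/Triton X-100 buffer were reacted with ATP (300 microM stock) for one hour at ambient temperature.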
rTrxR1 inhibitor = inhibitors of rat thioredoxin reductase 1; O89049; recombinant rTrxR1, NADPH fluorescence consumption, selenite substrate; Potency, µM (series often up to 114 µM), for inactives: at the highest dose activity change, negative = inhibition, actives largely listed as inhibitors; 390,000 compounds, 1% hits; note: potency is the fitted concentration of half-maximal effect; % is set by controls: 0 for no effect and ±100 for the full control effect; nearly all actives have a fitted effect of over 65% in size
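Rat TrxR1 (90 nM in the dispensed reagent) was pre-reduced with 400 uM NADPH for 5 min at room temperature, then incubated with compound for 15 min. After 400 uM selenite was added, NADPH fluorescence (Ex 340/Em 450 nm) was followed for 8 min.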
Pin1 inh = human Pin1 inhibition; AID 504891; Q13526; Potency, µM (highest dose often 115 µM), inactives show at the top dose activity, negative = inhibition, actives largely listed as inhibitors; 390,000 compounds, 0.009% hits; Pin1 FP peptide displacement, HiFluor488, 10 min; active = well fitted inhibition curve with a large enough effect in the polarisation, with a control signal flat, not every such curve was filed as active; inconclusive = small, poorly fitted or top-dose-only effect, or effect the other way, or a change in a side signal; inactive = no such curve, though single readings can be large or run the other way; the % refers to the polarisation; note: potency is the fitted concentration of half-maximal effect; % is set by controls: 0 for no effect and ±100 for the full control effect
Target sequence (Q13526 whole entry, looked up): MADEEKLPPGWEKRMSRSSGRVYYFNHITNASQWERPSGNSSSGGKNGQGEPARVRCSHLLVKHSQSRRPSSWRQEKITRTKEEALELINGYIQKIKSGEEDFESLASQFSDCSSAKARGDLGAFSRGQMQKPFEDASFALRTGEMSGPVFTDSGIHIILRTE
USP1-UAF1 inh = blocks the human USP1/UAF1 deubiquitinase complex | recombinant USP1/UAF1, Ub-Rhodamine cleavage fluorescence | Potency, µM (titrated, usually from 57.1 µM), inactives show at the highest dose activity change, negative = inhibition, most hits filed as inhibitors | 390,000 compounds, 0.23% hits; note: potency is the fitted concentration of half-maximal effect; % is set by controls: 0 for no effect and ±100 for the full control effect; nearly all actives have a fitted effect of over 60% in size; inactives centre near -12
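Step one: compound is pinned into 1nM USP1/UAF1 in HEPES pH 7.8 buffer with TCEP. Step two: 15 min room-temperature incubation. Step three: Ub-Rho (150nM final) starts cleavage, tracked by fluorescence over six one-minute reads.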
Numbers without * were called inactive; i = inactive; u = inconclusive; x = no result given; [ ] = another dose, or the depositor's remark. Unless noted, calls come from the whole dose curve; as a rule, active = well fitted curve in the direction sought with a large enough effect; inconclusive = small, poorly fitted or top-dose-only effect, or another doubt; inactive = no such curve, though single readings can be large; an effect the other way counts as inactive or inconclusive. These rows are one share of the data; the hit share may differ from the screen's.

SMILES	GLS inhibitor	TrxR1 substrate	IDH1 R132H inh	Tb PGK inh	HP1b binding inh	PI4K2A inh	rTrxR1 inhibitor	Pin1 inh	USP1-UAF1 inh
CCOc1ccc(S(=O)(=O)N(CC)CC(=O)NCc2ccco2)cc1C	-11%	-2%[57.1 µM]	-3%	-1%	12%	0	-12%[57.1 µM]	-6%	-4%
COc1ccc(CS(=O)(=O)CC(C)(O)c2ccccc2)cc1 (stereo unspecified)	2%	-3%	-4%	4%	25%	-2	1%	1%	-5%
CC(=O)c1sc(NC(=O)C2=NN(c3ccccc3)C(=O)CC2)nc1C	15%	-9%	8%	i	43%[activator]	2	-2%	-7%	-8%
Cc1ccc(NC(=O)CCCc2ccccc2)c([N+](=O)[O-])c1	-8%	1%	-5%	-4%	u	4	25%	0%	-9%
CCOC(=O)C1(Cc2cccc(OC)c2)CCCN(C(=O)CCc2cccnc2)C1 (stereo unspecified)	-2%	-8%	-3%	4%	35%	2	-4%	1%	7%
O=C1CSC(=Nc2ccc(O)cc2)N1c1ccc(O)cc1	-4%	-2%	6%	-3%	-9%	1	2%	-3%	-18%
Cc1ccc2c(c1)cc(CN(Cc1ccco1)C(=O)N1CCOCC1)c1nnnn12	-3%	5%	0%	3%	29%	13	-6%	-8%	-22%
Cc1cc(-c2ccccc2)nc(N2CCN(c3ccccn3)CC2)n1	u	54%[activator]	0%	-6%[11.5 µM]	29%	0	-6%	6%	u
Cc1cccc(C)c1NC(=O)COC(=O)CSc1nnc(N)s1	-9%	-12%	2%	0%	34%	-1	-11%	0%	-17%
Cc1ccnc(N2CCC(C(=O)Nc3ccc4c(c3)OCO4)CC2)n1	-7%	5%	1%	-3%	10%	-3	18%	-9%	-8%
Cc1cnc(C(=O)Oc2c(C)ccc(C)c2C)cn1	2%	0%	4%	-9%	33%	3	16%	-2%	-5%
CCCN1Cc2cccc(C(=O)NC(CC(=O)OCC)c3ccc(OCC)c(OC)c3)c2C1=O (stereo unspecified)	1%	-9%	3%	2%	24%	3	-8%	6%	-16%
O=C(O)c1ccc(CSc2nc3ccccc3c(=O)n2-c2ccccc2)cc1	11%	2%	-7%	-3%	49%[activator]	-1	11%	-1%	-22%
COc1cc(NS(=O)(=O)c2ccc(Nc3nc(-c4cccc([N+](=O)[O-])c4)cs3)cc2)nc(OC)n1	23%	0%	u	0%	u	3	8%	u	-26%
COc1cccc(S(=O)(=O)N(C)C[C@@H]2Oc3cc(Br)ccc3S(=O)(=O)N([C@@H](C)CO)C[C@@H]2C)c1	-1%	x	7%	-3%	x	-1	x	x	-15%
O=C(Cc1c[nH]c2ccccc12)NCc1ccco1	-14%	3%[57.1 µM]	-1%	-3%	8%	2	-7%[57.1 µM]	-8%	-14%
O=C(Cn1nnc(-c2ccc(Cl)cc2)n1)NCCC1=CCCCC1	1%	6%	6%	-1%	-3%	-2	42%[activator]	13%	-9%
CC(O)Cc1cn([C@@H](CCCCNC(=O)OC(C)(C)C)C(=O)N2CCN(C(=O)OC(C)(C)C)CC2)nn1 (stereo partly specified)	1%	8%[57.1 µM]	1%	-2%	27%	-1	17%[57.1 µM]	-1%	0%
COc1ccc(-c2nnc3ccc(SCC(=O)Nc4nccs4)nn23)cc1OC	-1%	-7%	4%	3%	22%	-10	-8%	3%	-22%
Cc1cc(C(=O)NCC(=O)OCC(=O)NCCc2ccccc2)ccc1[N+](=O)[O-]	0%	9%[57.1 µM]	10%	0%	4%	5	10%[57.1 µM]	4%	-5%
O=[N+]([O-])c1ccc2oc(C(O)c3cccc(Cl)c3)cc2c1 (stereo unspecified)	-8%	-14%	-18%	-5%	3%	-5	6%[57.1 µM]	1%	-11%
COc1ccc(/C=C/C(=O)N2CCCc3ccccc32)c(OC)c1	-4%	-6%	4%	-6%	-9%	0	4%	-6%	-10%
COCCN(CCOC)C(=S)Nc1cc(S(=O)(=O)N(C)C)ccc1C	6%	-1%	3%	-17%	44%[activator]	1	-13%	2%	-15%
Cc1cccc(C(=O)OCC(=O)NCCNC(=O)COC(=O)c2cccc(C)c2C)c1C	-1%	-8%	9%	-2%	27%	4	-14%	-5%	-17%
CCN(CC(=O)Nc1c(F)cccc1F)C(=O)c1ccc(N2C(=O)c3ccccc3C2=O)cc1	0%	4%	0%	4%	39%	3	18%	3%	-9%

Overlap with the part before: two entries, followed by the next part.
SMILES	GLS inhibitor	TrxR1 substrate	IDH1 R132H inh	Tb PGK inh	HP1b binding inh	PI4K2A inh	rTrxR1 inhibitor	Pin1 inh	USP1-UAF1 inh
Cc1cccc(C(=O)OCC(=O)NCCNC(=O)COC(=O)c2cccc(C)c2C)c1C	-1%	-8%	9%	-2%	27%	4	-14%	-5%	-17%
CCN(CC(=O)Nc1c(F)cccc1F)C(=O)c1ccc(N2C(=O)c3ccccc3C2=O)cc1	0%	4%	0%	4%	39%	3	18%	3%	-9%
Cc1ncc([N+](=O)[O-])n1CC(=O)Nc1ccc(F)cc1F	-21%	-18%[57.1 µM]	2%	i	28%	3	21%[57.1 µM]	-2%	-22%
O=C(CCc1cnccn1)NC1CCCc2c1cnn2-c1ccc(F)cc1F (stereo unspecified)	3%	6%	7%	i	20%	-3	26%	11%	-23%
CC(C)C12CN3CC(C(C)C)(CN(C1)C3c1ccc(Cl)cc1)C2=O (stereo unspecified)	-8%	4%	0%	-5%	49%[activator]	7	24%	-1%	u
Cc1cccc(-n2cc3c(=O)n(C)c(=O)n(C)c3c2)c1	0%	-3%[57.1 µM]	1%	-4%	20%	3	-5%[57.1 µM]	-5%	-11%
O=c1cc(-c2ccc(F)cc2)[nH][nH]1	7%	11%	3%	14%	12%	-8	19%	-5%	-8%
Cc1cc(S(=O)(=O)Nc2ccc(C(=O)NCC(c3ccco3)N3CCCC3)cc2)ccc1F (stereo unspecified)	1%	1%	-4%	-5%	39%[activator]	-1	13%	-7%	-24%
Cc1cccn2c(=O)c3cc(C(=O)NC4CCCC4)c(=N)n(CCc4ccccc4)c3nc12	-14%	235%[activator]	0%	-4%	-5%	-1	177%[activator]	-4%	-9%
COc1ccc(CCC(=O)NNC(=O)Nc2ccc(C(C)C)cc2)cc1	6%	-1%	-4%	-6%	40%[activator]	-6	24%	-10%	-11%
O=C(/C=C/c1cccnc1)c1cc(F)ccc1O	-1%	25%	3%	-1%	46%[activator]	-2	-31%	0%	-19%
C[C@@H]1CN([C@H](C)CO)C(=O)CCCn2cc(nn2)CO[C@H]1CN(C)S(=O)(=O)c1ccc(-n2cccn2)cc1	1%	x	5%	-14%	x	u	x	x	-4%
COc1cc(SC)ccc1C(=O)N1CCN(c2ccccc2F)CC1	-6%	1%[57.1 µM]	-2%	i	-12%	4	11%[57.1 µM]	-1%	-8%
COCCn1c(C)cc(/C=C(\C#N)C(=O)OC(C)C(=O)Nc2ccc(NC(C)=O)cc2)c1C (stereo unspecified)	-2%	18%[57.1 µM]	0%	5%	18%	-1	10%[57.1 µM]	66%[activator]	-25%
COc1cccc(-c2nc(CS(=O)(=O)CC(=O)NCCc3ccccc3)c(C)o2)c1	11%	-1%	9%	5%	26%	-3	3%	0%	-17%
O=S(=O)(NC1CCCCC1N1CCCCC1)c1ccccc1 (stereo unspecified)	0%	7%	-15%	0%	22%	6	21%	-2%	-13%
Cc1nc2scc(C)n2c(=O)c1S(=O)(=O)N1CCN(c2ccccc2)CC1	0%	-5%	5%	i	14%	1	11%	1%	u
CC(=O)N1CCc2cc(S(=O)(=O)NCCCN3CCC(C)CC3)ccc21	4%	0%	-2%	0%	44%[activator]	-2	8%	-7%	-22%
c1ccc(-c2nc(NCCCn3ccnc3)c3ccccc3n2)cc1	8%	1%	-5%	-11%	17%	-27	20%	46%[activator]	-12%
CCOC(=O)c1sc(-c2cccc(C(F)(F)F)c2)nc1O	0%	-1%	1%	-7%	34%[activator]	0	-2%	0%	-13%
CCN1CCN(C(c2ccc(SC)cc2)c2c(O)cc(C)n(CCOC)c2=O)CC1 (stereo unspecified)	22%	4%[57.1 µM]	15%	i	9%[57 µM]	-1	25µM*	4%	-13%
COc1ccc(Cc2[nH]n3c(=O)cc(C(C)C)nc3c2-c2ccccc2)cc1	-1%	-6%[57.1 µM]	0%	-9%	33%	0	-3%[57.1 µM]	3%	-14%
COc1ccc(-c2nnc(NC(=O)C3CC3)o2)cc1	18%	3%	0%	-1%	41%[activator]	-6	8%	-8%	-14%
COc1ccccc1NC(=O)/C=C/c1ccc2c(c1)OCO2	13%	-11%	9%	-4%	25%	-2	1%	2%	-4%
O=c1cc(N2CCN(c3ccccc3)CC2)[nH]c(=O)n1-c1ccccc1Cl	35%[activator]	6%	-1%	i	16%	0	u	-3%	3%
O=C(CSc1nnc2c(n1)[nH]c1ccccc12)OCc1ccccc1	7%	11%[57.1 µM]	9%	-9%	20%	0	14%	0%	-23%
COc1ccc(OCCCC(=O)OCC(=O)c2ccc3c(c2)NC(=O)CO3)cc1	-4%	-2%	-10%	-9%	10%	9	-32%	4%	-11%
CC(Oc1ccccc1F)C(=O)NNC(=O)c1ccc(-n2cncn2)c([N+](=O)[O-])c1 (stereo unspecified)	14%	0%[57.1 µM]	0%	-9%	85%[activator]	-1	1%[57.1 µM]	-1%	-4%
CC1CCC(NC(=O)CCc2cn(Cc3ccccc3Cl)c3ccccc23)CC1 (stereo unspecified)	-17%	-6%	-11%	0%	14%	0	4%	5%	-23%

Compound activity (PubChem)
